# Source: PubChem
# ASAP1 inh: inhibitors of human ASAP1 ArfGAP activity | hit rate 0.19% among 360,000 | Q9ULH1 | ASAP1-stimulated ARF1 GTP hydrolysis, GDP FP detection | inhibition, % at 16.5 µM; in the data active means inhibition above about 25%;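 further: 0% = vehicle with enzyme and substrate and 100% = no enzyme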
# Target sequence (Q9ULH1 325-724 limits assumed): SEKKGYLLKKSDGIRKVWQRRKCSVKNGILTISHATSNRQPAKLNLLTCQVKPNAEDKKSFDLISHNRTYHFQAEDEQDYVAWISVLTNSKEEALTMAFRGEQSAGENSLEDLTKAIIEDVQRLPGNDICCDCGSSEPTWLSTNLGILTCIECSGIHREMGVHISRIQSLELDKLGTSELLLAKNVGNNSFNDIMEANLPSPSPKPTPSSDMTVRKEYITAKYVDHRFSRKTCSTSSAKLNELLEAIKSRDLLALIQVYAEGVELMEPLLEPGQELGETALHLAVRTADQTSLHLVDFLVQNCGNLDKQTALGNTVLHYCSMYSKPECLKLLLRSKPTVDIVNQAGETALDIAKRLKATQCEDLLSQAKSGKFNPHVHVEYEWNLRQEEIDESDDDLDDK
# PLC-beta3 inh: PLC-beta3 (human) inhibition, primary screen; hit rate 0.18% among 370,000; Purified PLC-beta3, fluorogenic substrate, fluorescence; inhibition, % at 12.2 µM; AID 720704; in the data active means inhibition above about 11%;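 further: 0% = median of compound wells on plate and 100% = full blocker control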
# MBD2 DNA inh: MBD2-methylated oligo binding inhibition; Q9UBB5; TR-FRET, MBD2 binding to methylated oligonucleotide; inhibition, % at 4.4 µM; hit rate 0.31% among 370,000; AID 686964; in the data active means inhibition above about 13%
# Target sequence (Q9UBB5 whole entry, looked up): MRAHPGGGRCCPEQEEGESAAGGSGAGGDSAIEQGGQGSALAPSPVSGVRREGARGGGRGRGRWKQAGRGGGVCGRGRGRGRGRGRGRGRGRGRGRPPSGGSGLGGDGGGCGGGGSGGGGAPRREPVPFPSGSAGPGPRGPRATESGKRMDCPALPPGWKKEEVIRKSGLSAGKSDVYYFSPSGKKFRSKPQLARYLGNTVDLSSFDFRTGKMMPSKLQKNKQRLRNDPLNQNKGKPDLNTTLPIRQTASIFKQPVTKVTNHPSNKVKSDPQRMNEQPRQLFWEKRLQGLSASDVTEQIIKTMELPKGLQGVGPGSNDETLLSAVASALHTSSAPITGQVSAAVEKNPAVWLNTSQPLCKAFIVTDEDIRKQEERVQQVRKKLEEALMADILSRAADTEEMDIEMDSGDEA
# Tn7 DDE FP: inhibitors of Tn7 peptide binding to human fibrin DD(E) | P02675 | FP displacement of FITC-Tn7 peptide from fibrin DD(E); 0% = median of compound wells per plate | inhibition, % at 8.3 µM | hit rate 0.13% among 370,000 | AID 720508;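 active means inhibition above the mean of compounds falling within the control limits plus 3 SD of them, cut at about 14% in these data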;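 further: 0% = plate median of compound wells and 100% = 10 µM Aha-Tn7 peptide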
#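 system = human fibrin DD(E) protein | quantity = DD(E) 2 µM final | medium = Tris/NaCl/CaCl2 buffer, pH 7.8 | also added = labelled Tn7 tracer, 0.1 µM | compound dosing = single point at 8.3 µM | timing = compound with protein 10 min, then 3 h after probe, room temperature | signal = FP measurement | benchmarks = Aha-Tn7 high control | repeats = one replicate per compound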
# ARFGAP1 inhibitor: inhibitors of rat ARFGAP1. Q62848. Arfgap1-stimulated ARF1 GTP hydrolysis, GDP FP detection. inhibition, % at 16.5 µM. hit rate 0.26% among 360,000. AID 651572;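 active means inhibition above a per-plate limit, mean inhibition of low control wells plus 3 SD, cut at about 25% in these data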;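 further: 0% = DMSO wells with enzyme and 100% = wells lacking Arfgap1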
#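 system = rat Arfgap1 catalytic domain, aa 1-136 | technique = FP, GDP Alexa 633 tracer displaced from anti-GDP antibody, 620/688 nm | compound = one concentration, 16.5 µM, DMSO 1.26% | medium = HEPES-based buffer, pH 7.5 | timing = compound-enzyme preincubation 20 min, reaction 120 min, detection 60 min, 25 °C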
# Tn6 DDE FP: inhibitors of Tn6 peptide binding to human fibrin DD(E). Fibrin DD(E) TRITC-Tn6 fluorescence polarization displacement. inhibition, % at 8.3 µM. hit rate 0.21% among 370,000;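 active means inhibition above a per-campaign cutoff: mean of compounds within control limits plus 3 SD, cut at about 15% in these data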;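 further: 0% = median of all compound wells on the plate and 100% = blocking peptide control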
# UHRF1 binding: UHRF1 methyl-DNA binding inhibition; hit rate 0.75% among 370,000; AID 687016; inhibition, % at 4.4 µM; Q96T88; UHRF1 binding to methylated oligo, TR-FRET; in the data active means inhibition above about 21%;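 further: UHRF1 SRA domain binding a hemimethylated CpG hairpin DNA probe; 0% = median of test compound wells and 100% = reference inhibitor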
# PLCg1 inh: PLC-gamma1 (human) inhibition, primary screen; inhibition, % at 12.2 µM; hit rate 0.84% among 370,000; purified PLC-gamma1, fluorogenic substrate, fluorescence; in the data active means inhibition above about 9.5%
# ADAM17 inh: inhibits human ADAM17; P78536; recombinant ADAM17, EDANS/DABCYL FRET peptide cleavage; inhibition, % at 6.95 µM; hit rate 0.83% among 370,000; AID 720648;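 active means inhibition above the mean of compounds lying between control limits plus 3 SD, set per campaign, cut at about 8.5% in these data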;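 further: 0% = DMSO-only wells as the low control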
# KLK7 zymogen act: activators of human kallikrein-7 zymogen. P49862. purified proKLK7, EDANS-DABCYL substrate fluorescence; 100% is mature enzyme control, 0% vehicle. activation, % at 7 µM. hit rate 0.9% among 370,000. AID 652039;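 active means activation above the mean of all tested compounds plus 3 SD, computed per campaign excluding outliers beyond control limits, cut at about 13% in these data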
# Target sequence (P49862 whole entry, looked up): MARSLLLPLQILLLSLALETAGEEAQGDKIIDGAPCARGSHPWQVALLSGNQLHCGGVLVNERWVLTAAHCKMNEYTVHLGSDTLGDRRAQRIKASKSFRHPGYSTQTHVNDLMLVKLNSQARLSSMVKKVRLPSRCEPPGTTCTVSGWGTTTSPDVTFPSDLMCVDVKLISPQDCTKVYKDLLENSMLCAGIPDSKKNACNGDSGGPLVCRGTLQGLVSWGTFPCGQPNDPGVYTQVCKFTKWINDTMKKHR
# The depositor's hits bear a star; i = inactive. Random draw from the library; about 4.1% have a hit in one of these screens.
# Preview (2 entries):
SMILES,ASAP1 inh,PLC-beta3 inh,MBD2 DNA inh,Tn7 DDE FP,ARFGAP1 inhibitor,Tn6 DDE FP,UHRF1 binding,PLCg1 inh,ADAM17 inh,KLK7 zymogen act
COC(CNC(=O)c1cn(C)c2ccc(S(=O)(=O)N3CCOCC3)cc2c1=O)OC,6,0,4,-2,1,-9,4,3,7,-0.5
Cc1cccc(NC(=O)C2CCN(S(=O)(=O)c3cccc4cccnc34)CC2)n1,15,-4,-3,1,-10,-2,1,0,-3,0.2

# The list itself, repeating the preview:
SMILES,ASAP1 inh,PLC-beta3 inh,MBD2 DNA inh,Tn7 DDE FP,ARFGAP1 inhibitor,Tn6 DDE FP,UHRF1 binding,PLCg1 inh,ADAM17 inh,KLK7 zymogen act
COC(CNC(=O)c1cn(C)c2ccc(S(=O)(=O)N3CCOCC3)cc2c1=O)OC,6,0,4,-2,1,-9,4,3,7,-0.5
Cc1cccc(NC(=O)C2CCN(S(=O)(=O)c3cccc4cccnc34)CC2)n1,15,-4,-3,1,-10,-2,1,0,-3,0.2
O=C(CSCc1c(Cl)cccc1Cl)NCC1CCCO1 (configuration not stated),-1,-2,3,0,3,-2,3,2,-4,0.6
CC(C)N(C(=O)COC(=O)Cn1cnc2ccccc21)c1ccccc1,13,-7,3,-1,-1,2,-1,2,-6,0.1
O=C(NCCc1c[nH]c2ccccc12)c1ccc2[nH]c(=O)c(=O)[nH]c2c1,9,-9,-2,-6,6,-6,0,-5,-4,-0.1
Cc1ccc(NC(=O)CCS(=O)(=O)c2ccc3c(c2)NC(=O)C(C)S3)cc1Cl (configuration not stated),-6,-6,-5,-2,-4,2,-2,2,-1,-0.2
COc1ccc(N2CC(C(=O)OCC(=O)Nc3cccc(C)c3C)CC2=O)cc1 (configuration not stated),-5,-4,-1,11,-8,-1,-2,2,0,-0.2
CCOc1ccc(NS(=O)(=O)c2c(C)nc3sccn3c2=O)cc1,-3,-6,1,-1,10,7,3,0,-10,0.2
N/C(=N\OC(=O)/C=C/c1ccccc1)c1cccnc1,-11,4,1,-2,2,-4,-2,7,4,-0.4
CCC(=O)N=c1sc2cc(F)cc(F)c2n1C,1,1,2,-1,-8,1,0,0,-3,0.8

# Only UHRF1 binding (three entries from above):
Compound	UHRF1 binding
O=C(NCCc1c[nH]c2ccccc12)c1ccc2[nH]c(=O)c(=O)[nH]c2c1	0
Cc1ccc(NC(=O)CCS(=O)(=O)c2ccc3c(c2)NC(=O)C(C)S3)cc1Cl (configuration not stated)	-2
COc1ccc(N2CC(C(=O)OCC(=O)Nc3cccc(C)c3C)CC2=O)cc1 (configuration not stated)	-2

# Continued:
SMILES,ASAP1 inh,PLC-beta3 inh,MBD2 DNA inh,Tn7 DDE FP,ARFGAP1 inhibitor,Tn6 DDE FP,UHRF1 binding,PLCg1 inh,ADAM17 inh,KLK7 zymogen act
Cc1ccccc1Nc1nc(N)nc(COC(=O)c2ccc(S(=O)(=O)N(C)C)cc2)n1,10,0,0,-6,15,-2,2,2,4,-0.1
COc1cccc(-n2cc(CNCc3cn(C)nc3-c3ccccc3F)cn2)c1,3,-7,4,4,-5,3,9,1,-3,0.1
O=C1c2ccccc2C(=O)c2c(Nc3ccc(CCO)cc3)ccc(O)c21,0,2,0,6,-3,5,0,3,-2,-0.8
O=C(NCCO)c1ccc(CSc2nc3ccccc3[nH]2)cc1,4,2,-1,-2,6,-3,-3,1,-2,-0.2
O=Cc1cn(-c2ccccc2)nc1-c1cccc([N+](=O)[O-])c1,-14,1,4,7,15,-7,2,-1,-6,0.3
Cc1ccccc1Nc1nc(N)nc(CN2CCN(c3ccccn3)CC2)n1,-1,-4,-4,-11,12,-3,-2,-2,-4,0.7
COc1cc(CCC(=O)Nc2ccc(Cl)c(C(F)(F)F)c2)cc(OC)c1OC,-2,1,4,5,-10,1,-3,-1,3,0.3
CCCOc1ccc(N2C(=O)CC(N3CCN(CCN=CC4C(=O)CC(C)(C)CC4=O)CC3)C2=O)cc1 (configuration not stated),-12,7,2,5,1,4,3,1,3,0.5
Cc1ccc(S(=O)(=O)Nc2ccccn2)c(C)c1,2,-14,7,1,-5,-6,3,-12,-11,1.7
CC1=C(C(=O)OCc2ccccc2)C(c2ccc([N+](=O)[O-])cc2)NC(=O)N1CCCCCC(=O)O (configuration not stated),-3,2,-1,-3,-9,2,1,4,0,0.5
CCOCC(=O)Nc1c(C(=O)Nc2ccc3c(c2)OCO3)oc2ccccc12,-3,-10,-4,-3,6,-6,1,2,-4,0.1
CC(=O)c1ccc(OCCCC(=O)NCC(c2ccco2)N(C)C)cc1 (configuration not stated),0,-8,3,1,-4,2,-4,-8,-6,-0.2
COc1ccc(S(=O)(=O)N2CCOCC2)cc1NC(=O)c1c(-c2ccccc2)noc1C,16,-5,-1,3,7,0,-2,-1,3,0.1
O=C(NCc1ccccc1)C1=C[C@@H](c2ccc3c(c2)OCO3)C[C@@H](OCc2ccc(CO)cc2)O1,12,-15,-5,-3,1,3,-4,-11,-2,-0.3
O=C1c2ccccc2S(=O)(=O)c2cc(C(=O)N3CCN(C(=O)c4ccccc4)CC3)ccc21,12,1,5,5,-1,-3,1,-2,-2,0.0
CCOC(=O)CC1(NC(=O)C2CCC(=O)N(CCc3ccccc3)C2)CCCCC1 (configuration not stated),-2,-4,-5,-1,5,-7,-3,1,-2,0.0
CC(C)CC(NC(N)=O)C(=O)Nc1ccc(Oc2ccccc2)cc1 (configuration not stated),8,1,0,2,-7,5,0,3,0,-0.6
CCCCn1c(N)c(N(CCOC)C(=O)COc2ccc(Cl)cc2)c(=O)[nH]c1=O,-12,5,-1,2,-3,1,-3,-2,-2,-0.1
Cc1cc(C(=O)N2CCCC2C(=O)O)c(C)o1 (configuration not stated),-6,-8,3,1,-1,-2,-1,-4,1,0.2
CC(=O)Nc1ccc2c(c1)nc(C)n2Cc1ccccc1,-1,-4,-6,4,3,8,-3,-2,0,-0.3
O=[N+]([O-])c1ccc(C(O)CNC(=S)Nc2ccccc2)cc1 (configuration not stated),-10,5,-3,-3,9,8,1,6,2,0.2
Cc1ccsc1C(C(=O)NC1CCCCC1)N(C(=O)c1csnn1)C1CC1 (configuration not stated),0,2,-4,-8,-2,2,-3,-1,-6,0.7
CCOC(=O)c1ccc2nc(C)c(CC)c(Cl)c2c1,-5,5,1,-4,-11,1,-1,1,1,-0.1
O=C(O)C1[C@H]2C(=O)N(Cc3cccs3)C[C@]23C=C[C@H]1O3 (some centres not stated),25*,0,-1,-8,-4,3,1,4,-2,-0.4
CCOc1ccc(N)cc1OC,1,-41,4,0,9,-2,-3,-21,-30,-0.8
CC(NC(=O)COc1ccccc1)C(=O)OCC(=O)c1cc2ccccc2o1 (configuration not stated),-12,-6,1,6,-10,2,-4,-2,0,0.8
CN1C(=O)C(CC(N)=O)N(NC(=O)c2ccc(Cl)cc2)C1=S (configuration not stated),9,-1,-2,-5,-2,5,1,3,-3,0.1
Cn1cccc1CC(=O)N/N=C/C=C/c1ccccc1,-4,-4,-7,-2,-6,-3,-4,-2,1,0.1
CCOC(=O)C1(Cc2ccccc2C)CCCN(C(=O)COC)C1 (configuration not stated),-9,-7,-10,5,12,6,-1,0,-1,0.0
O=c1oc2ccccc2c(NCc2cccc(F)c2)c1[N+](=O)[O-],-2,2,-7,3,-6,-3,-1,-1,-3,0.7
Cc1ccc(C(=O)NNS(=O)(=O)c2ccccc2[N+](=O)[O-])cc1,2,-1,1,3,0,3,1,-3,-8,0.0
COc1ccc(Cl)cc1NC(=O)COC(=O)c1cc(C)oc1C,25*,-3,-7,4,6,5,0,-2,-3,-1.1
CC(C)N1CC2(CC(c3ccccc3F)=NO2)CN1C(=O)c1ccco1 (configuration not stated),0,3,4,-7,-8,-4,0,4,-4,0.0
CC(=O)Nc1cccc(C(=O)OCC(=O)c2ccccc2Cl)c1,0,-4,-3,-7,0,-7,5,-2,0,-0.2
O=C1CC(C(=O)Nc2ccccc2)S/C(=N\N=C\c2ccco2)N1 (configuration not stated),1,4,3,-5,-5,0,-1,4,4,-0.4
Cc1cc2ccccn2c1C(=O)c1ccc(Cl)cc1,-10,-10,0,4,0,-9,-1,-6,-2,0.3
CCN(CC)CC(O)Cn1c2ccccc2c2ccccc21 (configuration not stated),3,7,-3,5,2,9,2,12*,0,0.1
CCCCN(C(=O)Oc1ccccc1)C1CCS(=O)(=O)C1 (configuration not stated),1,1,-2,-3,-6,3,-1,1,-3,-0.5
COc1ccc(C2Nc3ccccc3C(=O)N2NS(C)(=O)=O)c(OC)c1 (configuration not stated),2,i,2,-1,7,6,-1,-449,-253,69*
CCCC(O)(CCN(C)C)c1ccc(OC)cc1 (configuration not stated),-6,-1,2,-6,2,-7,2,2,-2,0.6
CC(C)CNc1cccc2c1S(=O)(=O)N(Cc1cccc(F)c1)[C@@H](C)[C@H](c1ccccc1)O2,0,0,-4,-5,9,2,-4,0,-1,0.2
COc1cc(NC(=O)CN2C(=O)NC(C)(c3ccc4ccccc4c3)C2=O)c(C)cc1[N+](=O)[O-] (configuration not stated),1,2,-6,1,-5,4,3,1,3,-0.1
COC(=O)CSc1nc2c(cnn2-c2ccc(F)cc2)c(=O)[nH]1,-7,-4,-3,3,-19,-1,1,0,-4,-0.7
Cc1noc(C)c1NC(=O)Nc1cccc2c1O[C@@H](CN(C)Cc1ccc3c(c1)OCO3)[C@@H](C)CN([C@H](C)CO)C2=O,8,-3,4,-1,-6,-1,4,1,-2,0.1
COc1cccc(CN(C)CC(=O)NNC(=O)c2ccc(Cl)cc2)c1,8,4,-5,0,-8,2,-5,3,0,0.2
O=C(c1ccccc1)c1ccc(C(=O)N2CCN(c3ccccc3)CC2)cc1,-2,-8,3,-3,18,-1,-3,0,1,0.1
CC(C)c1ccc(NC(=O)CNC(=O)Cn2ccc3ccccc3c2=O)cc1,-4,-4,-6,8,-5,0,2,3,1,0.1
CCC(=O)N/N=C/c1ccc(-c2ccc([N+](=O)[O-])cc2)o1,22,-114,-4,-4,11,0,-6,-101,3,1.8
Cc1cc(NC(=O)COC(=O)C(Cc2ccccc2)NC(=O)c2ccco2)no1 (configuration not stated),2,-3,6,8,-1,-6,3,1,-2,0.1
Cc1ccccc1Cn1c2ccccc2c2cn[nH]c(=O)c21,-9,-6,-4,2,5,-4,0,-4,-5,-0.1
O=C(Cc1c[nH]c2ccccc12)NC1(C(=O)NC2CCCC2)CCCCC1,-2,-14,2,4,6,-3,3,-2,-9,0.7

# Look-ups from above:
# Cc1ccccc1Cn1c2ccccc2c2cn[nH]c(=O)c21 | ASAP1 inh: -9
# O=C(Cc1c[nH]c2ccccc12)NC1(C(=O)NC2CCCC2)CCCCC1 | UHRF1 binding: 3
# CC(C)c1ccc(NC(=O)CNC(=O)Cn2ccc3ccccc3c2=O)cc1 | UHRF1 binding: 2
